Bioassay records deposited in PubChem BioAssay by several laboratories.
E coli growth – E. coli V3065 growth inhibition, primary screen, counter-screen for AddAB inhibitor project, absorbance, OD600; inhibition, % at 11.9 µM; 0.27% of 330,000 active; 18 h;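 active = inhibition above the campaign's mean inhibition across all tested compounds plus 3 SD, cut at about 9.9% in these data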;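 note: uninfected addAB+ strain grown without phage in ampicillin broth; 0% = DMSO wells and 100% = ciprofloxacin 0.95 µg/ml wells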
PKA-R1A act – activators of PKA-R1A holoenzyme, primary screen, biochemical, fluorescence polarization, Cy5-IP20, bovine R1A, mouse PKAc. cAMP-dependent protein kinase type I-alpha regulatory subunit (Bos taurus) + …. PKA-R1A dissociation; scaled: DMSO 0%, 113 µM cGMP 100%. activation, % at 11.4 µM. 0.083% of 340,000 active. AID 504707, 2011;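 active = percent activation above the mean of all tested compounds plus 3 SD, cut at about 19% in these data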;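 note: higher means more PKAc released from R1A so a rise in polarization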
PfHsp90 yeast 2 – growth inhibition of PfHsp90-expressing yeast, primary screen, antimalarial PfHsp90 inhibitor project, S. cerevisiae, BacTiter-Glo luminescence, single point, set 2. 0.32% of 310,000 active. BacTiter-Glo ATP, 48 h; yeast lacking PDR1 and PDR3 efflux regulators. inhibition, % at 9.4 µM. AID 504621, 2011;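 active = every replicate shows inhibition above about 80%, whatever the replicate mean, limit read from the data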;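 note: 0% = DMSO neutral controls and 100% = 20 µM radicicol positive controls; yeast relying on Plasmodium falciparum Hsp90 in place of its own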
AddAB inh – growth inhibition of E. coli expressing H. pylori AddAB, primary screen, AddAB inhibitor project, absorbance; inhibition, % at 11.9 µM; 0.29% of 330,000 active; in the data active = inhibition above about 12%;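 note: 0% = vehicle wells of infected cells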
Arr AP2 block – inhibitors of beta-arrestin/AP2 binding, primary screen, biochemical, GPCR trafficking, flow cytometry; beta-arrestin 1 C-terminal peptide binding to AP2 beta2-adaptin appendage (human); FITC-arrestin peptide / GST-AP2 beads; AP2 beta2 appendage carries R879A mutation; inhibition, % at 10 µM; 0.31% of 340,000 active; AID 504490, 2011;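 active = inhibition above a set limit, near 3 SD of compounds lacking own fluorescence, cut at about 54% in these data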;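 note: plate controls were DMSO wells for no effect and 5 µM unlabelled arrestin peptide for full effect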
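System: GST-AP2 R879A glutathione beads | Also added: FITC-arrestin peptide, 50 nM | Times: 12 min plus 1 h, RT | Signal: Bead flow cytometry, FITC channel | Buffer or medium: PBS with 0.05% Tween 20 and 0.1% BSA | Read-out basis: Percent drop in bead-associated FITC signal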
OPRM1-OPRD1 inv – inverse agonists of MOR-DOR heterodimerization, primary screen, cell-based, luminescence | Mu-type opioid receptor (Homo sapiens) + Delta-type opioid receptor (Homo sapiens), … | cell-based MOR-DOR heterodimer luminescence, inverse agonism | inhibition, % at 9.3 µM | 0.21% of 340,000 active | AID 504357, 2011; in the data active = inhibition above about 22%, passing the limit was not always enough;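 note: 0% = cells with DMSO and 100% = wells without cells with DMSO; values of inactives mirror those of a sister screen read the other way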
MOR-DOR ag – agonists of OPRM1-OPRD1 heterodimerization, primary screen, cell-based, luminescence; activation, % at 9.3 µM; 0.3% of 340,000 active; Mu-type opioid receptor (Homo sapiens) + Delta-type opioid receptor (Homo sapiens), …; cells; in the data active = activation above about 18%;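 note: 0% = vehicle-treated cells and 100% = reference agonist; values of inactives mirror those of a sister screen read the other way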
Tat transport – E. coli Tat export inhibitors, primary screen, MC4100, TorA-mCherry reporter, fluorescence, single point. AID 488895, 2010. 0.036% of 340,000 active. inhibition, % at 10 µM;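 active = mean replicate inhibition at least 50% and at least half of replicates individually reaching 50%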;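 note: exported cargo escapes ClpAP degradation while cytoplasmic cargo is degraded and loses fluorescence; 0% = median of neutral control wells and 100% = median of NaSCN control wells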
SUMO Mot1 rescue – yeast Mot1-301 growth rescue at high temperature, primary screen, SUMOylation pathway inhibitor project, S. cerevisiae, ATP luminescence, 38.5C. S. cerevisiae Mot1-301 growth rescue; percent above DMSO median, 100 means doubled. growth rescue, % at 18.8 µM. 1% of 320,000 active. AID 2716, 2010;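 active = every valid replicate shows activation above 250% relative to neutral control wells; inactive = the rest, any valid replicate at or below 250%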;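 note: OY570 slx delta 5 strain wells were the positive control but not used for scaling; some compounds called inactive have numbers as strong as hits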
phage Ecoli inh – growth loss of phage-infected E. coli, primary screen, RecBCD inhibitor project, absorbance, with phage, HTS; inhibition, % at 11.9 µM; 0.26% of 360,000 active; in the data active = inhibition above about 11%
DSG3 Ab inh – inhibitors of pemphigus antibody binding to DSG3, primary screen, biochemical, bead-based, flow cytometry, scFv-GFP; AID 588358, 2011; DSG3-coupled beads, scFv-anti-DSG3-GFP binding; hits give low values; binding (percent of control), % at 10 µM; 0.48% of 310,000 active; Desmoglein-3 (Homo sapiens), P32926;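 active = binding more than 3 SD below its plate's average and above zero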;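 note: hits lower antibody fragment binding to DSG3; some compounds called inactive have numbers as strong as hits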
Target sequence (P32926 whole entry, looked up, the tested form may be a part): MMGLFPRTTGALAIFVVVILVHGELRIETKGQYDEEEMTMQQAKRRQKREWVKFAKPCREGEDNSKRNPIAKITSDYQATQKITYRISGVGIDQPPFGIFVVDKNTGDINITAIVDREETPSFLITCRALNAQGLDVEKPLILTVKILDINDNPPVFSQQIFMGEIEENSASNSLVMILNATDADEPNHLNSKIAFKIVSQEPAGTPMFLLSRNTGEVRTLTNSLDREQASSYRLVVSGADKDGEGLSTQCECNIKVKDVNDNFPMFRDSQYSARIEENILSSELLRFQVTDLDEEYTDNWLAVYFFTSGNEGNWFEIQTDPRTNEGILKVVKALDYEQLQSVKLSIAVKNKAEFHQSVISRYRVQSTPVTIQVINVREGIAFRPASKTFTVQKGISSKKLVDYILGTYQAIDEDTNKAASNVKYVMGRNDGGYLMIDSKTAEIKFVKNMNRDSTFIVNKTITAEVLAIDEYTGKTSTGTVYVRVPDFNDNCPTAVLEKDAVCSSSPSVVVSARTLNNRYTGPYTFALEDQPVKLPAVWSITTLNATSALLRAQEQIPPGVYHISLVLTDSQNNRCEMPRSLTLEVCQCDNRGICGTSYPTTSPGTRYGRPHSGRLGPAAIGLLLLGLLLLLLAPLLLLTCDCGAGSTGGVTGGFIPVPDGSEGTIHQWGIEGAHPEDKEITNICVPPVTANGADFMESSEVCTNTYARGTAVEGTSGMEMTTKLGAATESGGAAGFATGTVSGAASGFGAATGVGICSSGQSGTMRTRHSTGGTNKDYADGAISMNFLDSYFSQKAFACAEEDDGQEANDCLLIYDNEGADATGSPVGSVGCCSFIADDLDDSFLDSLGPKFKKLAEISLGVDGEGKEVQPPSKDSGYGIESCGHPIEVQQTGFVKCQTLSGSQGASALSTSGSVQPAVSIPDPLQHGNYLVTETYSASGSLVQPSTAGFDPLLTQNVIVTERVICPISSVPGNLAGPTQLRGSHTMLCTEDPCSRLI
An asterisk follows results filed as active; · = not tested or not shown; + = active, no number.

SMILES	E coli growth	PKA-R1A act	PfHsp90 yeast 2	AddAB inh	Arr AP2 block	OPRM1-OPRD1 inv	MOR-DOR ag	Tat transport	SUMO Mot1 rescue	phage Ecoli inh	DSG3 Ab inh
CCN(CC)C(=O)Oc1ccc2cc(Br)ccc2c1	0.0	6	-8	4.2	-1	-9	1.8	11	15	2.7	·
O=[N+]([O-])c1cc(C=Nc2ccc3ccccc3c2)ccc1Br	0.9	1	-18	2.8	14	-25	4.8	-6	-8	-0.1	107
O=C(COc1coc(CN2CCN(c3ccc(F)cc3)CC2)cc1=O)NCC1CCCO1 (stereo unspecified)	1.1	-5	-5	0.2	20	2	-0.4	1	11	2.3	91
CC1CCN(C(=O)CCCOc2cc(=O)n(C)c3ccccc23)CC1	-2.7	2	·	-0.8	6	-4	0.8	-7	248	2.4	92
NC(=O)Nc1ccc(C(=O)OCC(=O)Nc2ccc(Cl)cn2)cc1	0.0	-14	-7	-0.2	6	10	-1.8	1	-12	4.2	106
O=[N+]([O-])c1ccc2c(c1)C(N1CCOCC1)/C(=C/COc1ccc3ccccc3c1Br)O2 (stereo unspecified)	-0.2	-9	-8	4.1	2	0	0.0	4	5	2.2	103
CC1C(=O)Nc2ccccc2N1C(=O)c1ccc(Cl)cc1 (stereo unspecified)	-0.7	-2	2	-0.6	31	15	-3.3	-17	13	1.6	96
CCCN(CC(=O)Nc1ccccc1C)C(=O)c1ccc(N2CCCCCC2)c([N+](=O)[O-])c1	-0.6	-7	-19	-1.6	-15	11	-3.2	6	-9	1.6	105
CCC[C@@H](CN1CCC[C@H]1CN1C(N)=NC[C@H]1CC(C)C)N1C[C@@H]([C@H](C)CC)N(CCc2ccc(Cl)c(Cl)c2)C1=N	16*	-6	11	13*	29	5	-1.0	-1	·	3.8	125
O=C(NCc1cccnc1)Nc1cccc(Cl)c1Cl	1.2	-8	15	6.3	46	5	-1.0	-4	112	0.9	·
COc1ccc(C(=O)O/N=C(\N)c2ccccc2)cc1	2.8	-2	-24	2.5	29	-19	4.3	-9	-13	4.4	107
Nc1ccnc(=O)[nH]1	0.0	-16	11	0.8	3	7	-1.3	-10	654*	4.1	102
Cc1cccc(N/C(=N\S(=O)(=O)c2ccccc2)C(F)(F)F)c1	1.1	-6	33	1.3	3	9	-1.8	-1	-21	0.3	101
COc1ccc2c(c1)OC[C@H]1[C@H]2N2C(=O)c3cc(C)ccc3NC(=O)[C@@]2(C)[C@H]1c1ccccc1	1.9	1	104*	2.5	-4	-4	0.8	0	+	·	98
C#CCOCCOCCOCCNc1nc(N2CCN(C(=O)Cn3cc(CCCN=C(N)N)nn3)CC2)nc(N2CCN(C(=O)[C@H](CCCCN)n3cc(CCCC)nn3)CC2)n1	-3.9	0	8	-0.2	29	-6	1.0	-2	-22	2.6	109
COC(=O)Cn1ccc2cc(S(=O)(=O)N3CCCCCC3)ccc21	1.6	-4	-14	1.4	-12	1	-0.1	1	2	1.7	101
CC(C)=CCC[C@](C)(O)C1CC[C@]2(C)C1C(O)CC1[C@@]3(C)CCC(O)C(C)(C)C3C(O[C@@H]3OC(CO)C(O)C(O)C3O[C@@H]3OC(C)C(O)C(O)C3O)C[C@]12C (stereo partly specified)	-0.3	-10	14	2.2	-4	-23	4.1	-3	-14	2.0	105
COc1c(O)ccc(/C=N\NC(=O)c2ccc3c(c2)OCO3)c1[N+](=O)[O-]	-0.5	-15	-34	4.3	13	16	-3.0	4	-1	0.9	104
CCc1nc(NCc2ccco2)c2oc3ccccc3c2n1	1.2	-2	0	3.2	4	6	-1.1	4	10	0.9	109
COC(=O)CCC(C(=O)CN1C(=O)c2ccccc2C1=O)N1C(=O)c2ccccc2C1=O (stereo unspecified)	·	0	0	·	-4	13	-2.5	-4	·	0.6	97
Cc1ccc(NC(=O)c2ccc(OC(=O)COc3cccc(Cl)c3)cc2)cc1	1.8	0	-22	8.1	6	-15	3.2	2	-17	3.9	103
COc1c(O)c(O)c2oc(-c3ccccc3)cc(=O)c2c1OC	6.5	2	30	16*	7	-53	9.6	0	-7	10	103
CCN1CCN(c2ccc(S(=O)(=O)N3CCCCC3)cc2NC(=O)c2cccc(F)c2)CC1	-0.2	-2	·	4.7	4	7	-1.4	-11	3	-0.7	101
CC(C)OCCCn1c(SCC(=O)N2CCCC2=O)nc2ccccc2c1=O	-0.7	-9	·	-0.3	-18	-6	0.8	-2	1	-0.6	105
NC(=O)SCC(=O)Nc1cccc(Cl)c1	3.1	1	-28	1.8	82*	-12	2.0	-11	·	-0.8	97
SMILES	E coli growth	PKA-R1A act	PfHsp90 yeast 2	AddAB inh	Arr AP2 block	OPRM1-OPRD1 inv	MOR-DOR ag	Tat transport	SUMO Mot1 rescue	phage Ecoli inh	DSG3 Ab inh
COc1ccc(OC)c(NC(=O)C(C#N)=Cc2ccco2)c1	·	2	·	·	-2	-14	2.6	7	·	0.3	88
N#Cc1nc(-c2ccco2)oc1N1CCN(C(c2ccccc2)c2ccccc2)CC1	1.9	-4	-12	1.1	22	-1	0.2	-11	5	2.3	77
COc1ccc(OC)c(NC(=O)Nc2cc(C(=O)O)ccc2C)c1	-0.5	1	5	-0.2	0	16	-3.4	-3	-8	2.5	105
Cc1ccc(C(=O)N2CCN(c3ccccn3)CC2)cc1Cl	-0.1	13	-13	4.4	6	1	-0.2	-3	-5	0.9	97
O=c1[nH]n(-c2ccc(Cl)cc2)c2ncccc12	0.6	-3	-6	0.5	23	15	-3.0	-1	-2	0.8	·
Cc1ccc(CNC(=O)CCCC(=O)c2ccccc2)cc1	-2.2	-14	7	0.6	2	12	-2.6	5	4	0.9	102
COc1ccccc1C(=O)Nc1nc(N)n(-c2ccccc2)n1	-0.8	1	-3	-0.2	-3	-9	1.8	-4	·	2.1	106
O=C(CSc1nnc(Nc2ccccc2)s1)NC1CC1	1.4	-2	·	-0.1	7	7	-1.6	8	0	-0.1	96
CC(=O)NC(Cc1ccccc1)C(=O)Oc1ccc2ccccc2c1 (stereo unspecified)	·	5	-3	·	15	-6	1.2	5	·	2.6	97
COc1ccc(/C=N/NC(=O)CCc2n[nH]c(=O)[nH]c2=O)cc1O	-1.1	-11	10	1.6	36	2	-0.5	7	-3	2.8	102
Nc1cccc(C(=O)Nc2ccc3nc(-c4cccnc4)[nH]c3c2)c1	-0.5	5	-4	0.1	2	-2	0.4	-4	7	1.7	·
CCCc1nnc(NC(=O)NCCN2C(=O)C3C4C=CC(C4)C3C2=O)s1 (stereo unspecified)	-1.7	-4	30	-1.4	-2	2	-0.3	10	16	0.7	106
Cc1nn(C)c(C)c1NS(=O)(=O)c1ccc(Cl)cc1	-0.8	-2	-16	-1.2	-3	12	-2.1	2	-10	2.2	112
Cc1n[nH]c(=O)c2c(NC(=O)COC(=O)Cc3ccc(Cl)cc3Cl)oc(C)c12	-0.4	-2	-1	1.5	2	19	-3.5	0	535*	1.8	130
CC1Cc2cc(S(=O)(=O)NCc3ccccc3)ccc2N1C(=O)C1CC1 (stereo unspecified)	-1.0	-7	8	3.4	-30	5	-0.9	-3	150	-1.8	109
CSCCC(NC(=O)c1cccc(C)c1)C(=O)OCC(=O)NC(=O)c1cccn1C (stereo unspecified)	1.8	3	-35	0.3	-4	8	-1.4	-5	1	1.5	101
Cc1c(C(=O)NCc2ccc3c(c2)OCO3)oc2ccc(Br)cc12	-1.4	-9	17	0.8	5	-34	6.6	11	24	4.2	103
Cc1nn(C)cc1CN(C)C(=O)c1nn2c(c1Br)NC(c1cccs1)CC2C(F)(F)F (stereo unspecified)	-2.1	-12	-4	1.5	15	12	-2.3	0	·	0.5	98
COc1cccc(NC=C2C(=O)OC3(CCCCC3)OC2=O)c1	-0.4	4	-6	-2.8	31	-4	0.8	-2	59	4.7	·
CC(Sc1nnc2c(n1)[nH]c1ccccc12)C(=O)NC1CCCCC1 (stereo unspecified)	0.5	-8	7	2.7	37	0	0.0	1	-6	-0.5	·
Cc1nc(NC(=O)/C=C/c2ccc(F)cc2)sc1C(=O)N(C)C	-0.3	0	-5	2.6	-5	-2	0.4	-12	2	-0.6	·
FC(F)(F)c1cccc(-c2nnc3ccc(C(F)(F)F)cn23)c1	0.3	-4	-9	3.1	39	13	-2.5	-8	-5	3.0	108
CC(=O)c1cccc(N2C(=O)C3C(C(=O)Nc4cc(C)on4)C4(C)C=CC3(O4)C2C(=O)NC(C)(C)C)c1 (stereo unspecified)	0.7	-3	·	0.8	-1	11	-2.3	-3	-6	2.1	112
O=S(=O)(c1ccc(SCCOc2ccc(F)cc2)nc1)N1CCCC1	2.1	-15	·	2.5	-1	0	-0.1	-11	-4	-0.9	82
CCNC(=O)OCC(CC)NC(=O)OCC(C)C (stereo unspecified)	1.4	-8	-14	-0.2	5	15	-2.7	-2	2	2.3	112
SMILES	E coli growth	PKA-R1A act	PfHsp90 yeast 2	AddAB inh	Arr AP2 block	OPRM1-OPRD1 inv	MOR-DOR ag	Tat transport	SUMO Mot1 rescue	phage Ecoli inh	DSG3 Ab inh
O=C(O)CCn1cc(-c2ccc(Cl)cc2)nc1-c1ccncc1	0.9	-5	13	0.7	28	10	-1.7	-2	-13	3.6	101
O=C(CCN1CCN(c2ccc(F)cc2)CC1)Nc1ccc(F)cc1	-1.3	2	9	4.2	2	4	-0.8	1	978	4.4	·
COCCN1C(=O)c2ccc(C(=O)O)cc2C1=O	0.0	-4	·	6.0	29	14	-2.7	1	-19	2.0	94
O=C(NCCc1ccccc1F)c1ccc2c(c1)OCCO2	0.1	-19	26	3.0	-5	3	-0.5	-17	-1	-0.8	105
CCCc1nnc2c(N(C)S(=O)(=O)c3ccc(C)cc3)nc3ccccc3n12	0.0	-4	9	5.5	5	10	-2.1	-10	-10	0.1	·
O=[N+]([O-])c1ccc2nccn2c1	-0.8	-2	·	-0.8	7	9	-1.8	4	7	0.5	97
CCOC(=O)c1nn(-c2ccc(F)cc2)c2nc(-c3ccccc3)c(C#N)c(=O)n12	-1.1	1	3	3.6	-4	2	-0.4	-5	1	0.6	82
CCOC(=O)/C(C(N)=NCC(C)C)=C(/O)c1ccccc1	2.3	-7	1	1.5	11	-2	0.3	-2	·	1.9	78
